Screening results as filed in PubChem.
TRPV1 agonist – HTS Assay for Compounds that Act as Agonists of the Vanilloid Receptor 1 | TRPV1-expressing cells, Fluo-8 calcium influx, agonist mode | activation, % at 8.33 µM | AID 540275, 2011 | hit rate 0.19% among 320,000 | Transient receptor potential cation channel subfamily V member 1 (Homo sapiens), Q8NER1; in the data active means activation above about 80%; inconclusive means between about 30% and that limit; further: 0% is about no effect
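Fluo-8 calcium influx in TRPV1-expressing cells, kinetic read (ex 480/em 520 nm). Compound added and read 3 min for agonist activity, followed by capsaicin at EC20 final and 2 min further read for enhancement.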
BRCA1 expr act – qHTS Assay to Identify Small Molecule Activators of BRCA1 Expression | MCF7-BRCA1-FFLuc reporter, luminescence, 48 h; response scale: scaled: vehicle 0%, 10 µM genistein 100% | Potency, µM (series often up to 46.1 µM), inactives show top-dose activation, actives largely listed as activators | hit rate 1.1% among 380,000 | AID 624202, 2012; further: potency means the concentration at half of the fitted maximal effect; nearly all actives have a fitted effect of over 80% in size; some results filed as inactive show a strong effect at the top dose
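First, MCF7-BRCA1-FFLuc cells (2000/well) attach for 2 h; next, compounds are pin-added and incubated 48 h at 37 °C; finally, luciferase reagent is added and luminescence read after 15 min.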
TSG101-PTAP inh – qHTS Assay for Iinhibitors of HIV-1 Budding by Blocking the Interaction of PTAP/TSG101. 340,000 tested, under 10 active. Fluorescence polarization, FITC-PTAP peptide / Tsg101 binding. Potency, µM (doses to about 115 µM), inactives show at the highest dose activity change, negative = inhibition, actives largely listed as inhibitors. AID 493005, 2010; active means well fitted inhibition curve with a large enough effect in the main read-out, with a control signal flat, not every such curve was filed as active; inconclusive means small, poorly fitted or top-dose-only effect, or effect the other way, or a change in a side signal; inactive means no such curve, though single readings can be large or run the other way; further: potency means the concentration at half of the fitted maximal effect; % of control where 0% means no effect
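Steps: Tsg101 binding domain dispensed (10 uM final), compounds pinned in DMSO, FITC-labeled PTAP-motif peptide added (50 nM final); after 20 min binding at room temperature, polarization measured.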
uPA surface inh – qHTS for Inhibitors of Cell Surface uPA Generation; AID 540303, 2011; cell surface uPA generation assay, qHTS; hit rate 0.31% among 330,000; Potency, µM (series often up to 38.3 µM), for inactives: at the highest dose activity change, negative = inhibition, usual class: inhibitors; active means well fitted inhibition curve with a large enough effect; inconclusive means small, poorly fitted or top-dose-only effect; inactive means no such curve, though single readings can be large or run the other way; tested in mouse RAW 264.7 cells; further: potency means the concentration at half of the fitted maximal effect; on the % scale 0 is the no-effect control and ±100 the full control effect; nearly all actives have a fitted effect of over 55% in size
ELG1 genotoxic – qHTS screen for small molecules that induce genotoxicity in human embryonic kidney (HEK293T) cells expressing luciferase-tagged ELG1; HEK293T ELG1-luciferase reporter, luminescence, 16 h; Potency, µM (doses to about 46 µM), for the others: at the highest dose activity change, positive = activation, usual class: activators; hit rate 1.3% among 330,000; further: potency means the concentration at half of the fitted maximal effect; % of control where 0% means no effect; nearly all actives have a fitted effect of over 60% in size
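16 hr compound incubation (37 °C, 5% CO2) of HEK293T cells carrying luciferase-tagged ELG1; luciferase then measured by ONE-Glo luminescence after 30 min at RT.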
USP2a inh – qHTS Assay for Inhibitors of Ubiquitin-specific Protease USP2a Using CHOP2 as the Reporter | Ubiquitin carboxyl-terminal hydrolase 2 (Homo sapiens), O75604 | AID 463254, 2010 | USP2 core, Ub-CHOP2 coupled fluorogenic reporter, 485/531 | Potency, µM (titrated, usually from 38.3 µM), without a hit: top-dose activity change, negative = inhibition, hits mostly inhibitors | hit rate 0.01% among 330,000;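 further: potency means the concentration at half of the fitted maximal effect; plate controls were DMSO wells for no effect and full inhibition by NEM control for full effect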
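Cell-free coupled assay: 10nM USP2 core preincubated 30min RT with compound in Tris-HCl pH 8.0/CaCl2/CHAPS buffer, then 25nM Ub-CHOP2 and 25nM reporter substrate; fluorescence (Ex 485/Em 531) read after 60min RT, normalized to NEM inhibition, concentration-response curves fitted.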
Eya2 inh – qHTS Assay for Inhibitors of the Phosphatase Activity of Eya2; Potency, µM (top dose mostly 76.9 µM), without a hit: at the highest dose activity, negative = inhibition, actives largely listed as inhibitors; Protein phosphatase EYA2 (Homo sapiens), O00167; AID 488837, 2010; hit rate 0.006% among 330,000; recombinant Eya2, OMFP fluorescence dephosphorylation (OMFP is methylfluorescein phosphate); further: potency means the concentration at half of the fitted maximal effect; on the % scale 0 is the no-effect control and ±100 the full control effect
Target sequence (O00167 whole entry, looked up): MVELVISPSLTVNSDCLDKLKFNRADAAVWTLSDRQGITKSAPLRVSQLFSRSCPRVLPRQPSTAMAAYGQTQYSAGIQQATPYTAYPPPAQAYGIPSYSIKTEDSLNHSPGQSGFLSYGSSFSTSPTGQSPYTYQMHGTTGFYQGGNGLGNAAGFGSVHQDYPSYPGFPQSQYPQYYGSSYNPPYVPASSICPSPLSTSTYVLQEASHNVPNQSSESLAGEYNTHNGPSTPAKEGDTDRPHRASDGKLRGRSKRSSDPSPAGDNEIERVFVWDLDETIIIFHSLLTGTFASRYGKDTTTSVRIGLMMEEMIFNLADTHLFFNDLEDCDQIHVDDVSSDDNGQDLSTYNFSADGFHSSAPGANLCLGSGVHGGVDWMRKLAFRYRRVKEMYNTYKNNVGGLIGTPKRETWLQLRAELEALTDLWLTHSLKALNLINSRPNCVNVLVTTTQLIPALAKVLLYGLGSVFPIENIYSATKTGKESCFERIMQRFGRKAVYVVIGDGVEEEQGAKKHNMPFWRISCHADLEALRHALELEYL
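Eya2 protein (added as 0.2 uM solution) was preincubated with compound for 10 min at ambient temperature in 50 mM HEPES pH 7.5, 50 mM NaCl, 5 uM MgCl2, 0.05% BSA, 1 mM DTT. OMFP (added at 50 uM) then reacted 10 min; fluorescence read at 485/525 nm.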
B2AR arrestin – qHTS assay of beta-arrestin-biased ligands of beta2-adrenergic receptor | beta-arrestin recruitment to beta2AR, cell-based reporter | hit rate 0.02% among 330,000 | AID 492947, 2010 | Potency, µM (top dose mostly 46.1 µM), for inactives: at the top dose activation, actives largely listed as activators;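 further: potency means the concentration at half of the fitted maximal effect; 0% = DMSO controls and full agonism = EC100 isoproterenol or metaproterenol; nearly all actives have a fitted effect of over 65% in size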
Target sequence (P07550 whole entry, looked up): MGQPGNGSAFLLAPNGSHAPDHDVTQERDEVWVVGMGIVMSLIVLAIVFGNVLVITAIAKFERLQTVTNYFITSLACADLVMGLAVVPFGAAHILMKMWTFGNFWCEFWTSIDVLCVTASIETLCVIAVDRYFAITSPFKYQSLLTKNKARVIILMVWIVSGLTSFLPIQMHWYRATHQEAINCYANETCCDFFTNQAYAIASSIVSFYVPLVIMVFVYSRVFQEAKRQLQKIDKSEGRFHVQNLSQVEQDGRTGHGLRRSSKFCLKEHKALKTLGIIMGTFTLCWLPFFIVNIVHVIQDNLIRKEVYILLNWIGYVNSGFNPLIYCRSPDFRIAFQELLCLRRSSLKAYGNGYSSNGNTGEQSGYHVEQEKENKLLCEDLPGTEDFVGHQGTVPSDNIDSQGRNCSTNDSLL
ASM inhibitor – Inhibitors of Secretory Acid Sphingomyelinase (S-ASM): qHTS. Sphingomyelin phosphodiesterase (Homo sapiens), P17405. Potency, µM (doses to about 57.5 µM), for inactives: top-dose activity change, negative = inhibition, usual class: inhibitors. hit rate 0.006% among 340,000. placental ASM, HMU-PC fluorogenic substrate, 60 min; further: potency means the concentration at half of the fitted maximal effect
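Fluorescence read-out (Ex 386 nm, Em 447 nm) after stopping the reaction at pH 10. Enzyme: ASM from human placenta; substrate HMU-PC0, 9 uM final; 60 min, 37 °C. Compound preincubation 10 min, ambient temperature.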
p53 reactivation – qHTS assay for re-activators of p53 using a Luc reporter; H1299 p53-A138V BP100-luciferase reporter, luminescence, 24 h; Potency, µM (titrated, usually from 92.2 µM), inactives show top-dose activity change, positive = activation, usual class: activators; hit rate 0.063% among 320,000; AID 504706, 2011; further: potency means the concentration at half of the fitted maximal effect; % of control where 0% means no effect; nearly all actives have a fitted effect of over 45% in size
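p53-null H1299 cells stably carrying temperature-sensitive p53-A138V and a BP100-luciferase reporter were pinned with compounds (4-point, 1:5 series) and held 24 hrs at 37 deg C. Luminescence was read 10 min after detection reagent.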
Integrin act MD – qHTS for Activators of Integrin-Mediated Alleviation for Muscular Dystrophy; alpha7betagal myoblasts, beta-gal FDG fluorescence, 48 h; Potency, µM (titrated, usually from 38.3 µM), inactives show top-dose activation, most hits filed as activators; hit rate 0.064% among 350,000;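 further: potency means the concentration at half of the fitted maximal effect; 100% = response of the positive control SU9516; nearly all actives have a fitted effect of over 60% in size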
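Alpha7betagal+/- myoblasts (passage 13) were plated 16-24 hr, then exposed to compounds (1:260 dilution of DMSO stock) for 48 hours at 37C. After MPER lysis, β-galactosidase reporter activity was read as FDG fluorescence (ex 480/em 540) after 30 minutes.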
Active calls of the source: *; ? = inconclusive; . = no result given; [ ] = remark or other dose. Unless noted, the call rests on the fitted dose curve; in most records, active means well fitted curve in the direction sought with a large enough effect; inconclusive means small, poorly fitted or top-dose-only effect, or another doubt; inactive means no such curve, though single readings can be large; an effect the other way counts as inactive or inconclusive. Compounds as they come, and some 2.6% of all compounds hit somewhere here.

SMILES | TRPV1 agonist | BRCA1 expr act | TSG101-PTAP inh | uPA surface inh | ELG1 genotoxic | USP2a inh | Eya2 inh | B2AR arrestin | ASM inhibitor | p53 reactivation | Integrin act MD
CCCCCCN(C(=O)CCCN1C(=O)NC(c2ccc(-c3ccccc3)cc2)C(C(=O)OCc2ccccc2)=C1C)C(C)C(=O)NCCCC (stereo unspecified) | . | -48% | -1% | ? | -2% | 0% | -8% | 0.2% | -9% | 0% | -15%
CC(C)CC(=O)N1CCN(S(C)(=O)=O)CC1 | -3 | -8% | 0% | -3% | -5% | 0% | 4% | -0.6% | 0% | -3% | -2%
CC(C)CNC(=O)COC(=O)/C=C/c1ccco1 | 1 | 11% | -1% | 3% | 1% | 0% | 4% | -1.9% | -1% | 2% | 0%
CC(C)c1onc(C(=O)N(C)Cc2ccccc2)c1[N+](=O)[O-] | 25 | -11% | 4% | -3% | 3% | 1% | 3% | -1.6% | -2% | 11% | 14%
O=C(CC12CC3CC(CC(C3)C1)C2)Nc1ccccc1N1CCOCC1 | ? | 9% | -5% | 1% | 3% | 0% | -15% | -0.6% | -1% | 5% | 3%
Cc1ccc(CCNC(=O)C2CC(c3ccc(C(F)(F)F)cc3)=NO2)cc1 (stereo unspecified) | ? | -1% | -4% | 3% | 1% | -1% | 18% | 0.4% | 0% | 7% | -7%
COc1ccc(OC)c(C(c2nnnn2C2CCCC2)N2CCN(c3ccccc3F)CC2)c1 (stereo unspecified) | 15 | -25% | -3% | 18% | -5% | -1% | -1% | -0.4% | -4% | -1% | -3%
CCc1cc(-c2[nH]ncc2-c2ccc3c(c2)OCO3)c(O)cc1O | -3 | -71% | -7% | ? | -22% | -1% | -5% | 0.1% | ? | -20% | -29%
O=C(c1ccc(Cn2cc([N+](=O)[O-])cn2)o1)N1CCCC1 | 3 | 0% | -3% | -3% | -1% | 0% | 10% | -0.1% | 2% | . | -5%
CCOc1cc(C2NC(=O)NC(c3ccccc3)=C2C(C)=O)ccc1OC(C)=O (stereo unspecified) | 0 | 28% | -4% | 7% | -3% | -5% | ? | -0.3% | 2% | 8% | -16%
COc1cc2c(cc1OC)CN(c1ccc(C(N)=O)cc1[N+](=O)[O-])CC2 | 2 | -15% | -4% | -4% | -2% | 0% | 1% | 0.2% | -5% | -3% | -6%
NC(=O)C1CC(=O)N(c2ccc(OCc3ccccc3Cl)cc2)C1 (stereo unspecified) | 1 | 5% | -6% | -5% | 11% | 2% | -12% | -0.1% | 3% | 1% | -17%
CCOc1cc(C(=O)N2CCN(c3ccccc3)CC2)cc(OCC)c1OCC | -2 | -3% | 5% | 3% | -10% | 0% | -15% | -0.2% | 4% | ? | -53%[inhibitor]
CC(=O)NNc1nc(-c2ccccc2)cs1 | -4 | -18% | -1% | 3% | -12% | 3% | 2% | -0.1% | 5% | 2% | 0%
OC(CNC1CCCC1)COCCOc1ccc(Br)cc1 (stereo unspecified) | 2 | -32% | 0% | 0% | -4% | 0% | -18% | -0.5% | -2% | -5% | -74%[inhibitor]
Cc1csc(NC(=O)c2cc(=O)[nH]c3ccccc23)n1 | 0 | -37% | -2% | -2% | -3% | 2% | 0% | -1.1% | 189%[activator] | 0% | 17%
COc1ccc(CC(=O)NC(C)c2nnc(SCC(=O)c3ccc(OC)cc3)n2C)cc1 (stereo unspecified) | 1 | 16% | 0% | -6% | 2% | 5% | 1% | 0.8% | 1% | 2% | 15%
O=c1cc(CN2CCN(Cc3ccccc3)CC2)c2ccc(O)c(O)c2o1 | 2 | -45% | 2% | -13% | 6% | -4% | ? | -0.3% | 11% | 1% | 16%
Cc1c(CC(=O)N[C@@H](CCCNC(N)=O)C(=O)O)c(=O)oc2cc3oc4c(c3cc12)CCCC4 | 11 | . | . | . | 0% | 1% | -8% | 0.3% | . | 2% | .
CN(C)N1C(N)=C(C#N)C(c2cccs2)C2=C1CCCC2=O (stereo unspecified) | 0 | 1% | -1% | 0% | 10% | -1% | 8% | 0.2% | 0% | -2% | -14%
Clc1ccccc1OCc1nn[nH]n1 | -8 | 2% | -1% | 3% | 3% | 0% | -2% | -0.6% | 3% | -3% | 23%
COc1ccc(N2CCN(C3CCCN(C(=O)CSC)C3)CC2)cc1 (stereo unspecified) | -3 | -10% | 1% | 15% | 1% | 0% | -11% | -0.4% | 8% | 9% | -31%
Cc1c(OCC(=O)NCCN2CCOCC2)ccc2c3c(c(=O)oc12)CCC3 | 0 | 7% | -4% | -2% | 14% | -1% | -22% | 0.2% | 3% | -4% | 28%
O=S(=O)(NC1=NCCC1)c1cccc(NS(=O)(=O)c2ccc(OC(F)(F)F)cc2)c1 | 1 | -41% | -2% | 3% | -1% | 3% | 5% | -0.7% | 2% | -8% | 2%
C=CCNC(=S)NNC(=O)c1ccc(OCC(C)C)cc1 | 3 | -1% | -2% | . | -1% | 0% | 3% | 0.1% | -2% | 3% | 0%

Next part, overlapping the part above by 5 compounds.
SMILES | TRPV1 agonist | BRCA1 expr act | TSG101-PTAP inh | uPA surface inh | ELG1 genotoxic | USP2a inh | Eya2 inh | B2AR arrestin | ASM inhibitor | p53 reactivation | Integrin act MD
Clc1ccccc1OCc1nn[nH]n1 | -8 | 2% | -1% | 3% | 3% | 0% | -2% | -0.6% | 3% | -3% | 23%
COc1ccc(N2CCN(C3CCCN(C(=O)CSC)C3)CC2)cc1 (stereo unspecified) | -3 | -10% | 1% | 15% | 1% | 0% | -11% | -0.4% | 8% | 9% | -31%
Cc1c(OCC(=O)NCCN2CCOCC2)ccc2c3c(c(=O)oc12)CCC3 | 0 | 7% | -4% | -2% | 14% | -1% | -22% | 0.2% | 3% | -4% | 28%
O=S(=O)(NC1=NCCC1)c1cccc(NS(=O)(=O)c2ccc(OC(F)(F)F)cc2)c1 | 1 | -41% | -2% | 3% | -1% | 3% | 5% | -0.7% | 2% | -8% | 2%
C=CCNC(=S)NNC(=O)c1ccc(OCC(C)C)cc1 | 3 | -1% | -2% | . | -1% | 0% | 3% | 0.1% | -2% | 3% | 0%
Cc1nn(C)cc1S(=O)(=O)N1CCN(Cc2ccccc2Cl)CC1 | 4 | -11% | 1% | -4% | 0% | 0% | -6% | -0.1% | -3% | -4% | 14%
Cc1nnc(SCC(=O)NCC2COc3ccccc3O2)s1 (stereo unspecified) | -2 | 0% | -1% | 2% | -2% | 0% | 3% | -0.2% | 4% | 5% | -1%
COC(=O)c1ccc(Oc2nc(Nc3ccc(F)cc3)nc(N3CCCC3)n2)cc1 | ? | -3% | -1% | 0% | -3% | 0% | 13% | 0.0% | -15% | 2% | ?
CN(C)S(=O)(=O)Oc1cccc(C(=O)Nc2cccc(Cl)c2)c1 | 4 | 13% | -8% | -10% | 0% | 1% | -8% | -0.6% | -9% | 27% | -40%
Cc1nc(C(=O)Nc2ccc(F)cc2)nn1-c1ccc([N+](=O)[O-])cc1 | -1 | 4% | -5% | . | 2% | 0% | 11% | -0.4% | -2% | -1% | -59%[inhibitor]
O=C(O)c1cc(S(=O)(=O)NC2CCCc3ccccc32)ccc1O (stereo unspecified) | -4 | -10% | -4% | -2% | 1% | -1% | -14% | -0.2% | 13% | 4% | 6%
Cc1c(Cl)c([N+](=O)[O-])nn1CCCC(=O)NC(C)c1ccccc1 (stereo unspecified) | 6 | -7% | -1% | 0% | 0% | 3% | -7% | -1.1% | 2% | 1% | -4%
CCOC(=O)N1CCC(NC(=O)CS(=O)(=O)Cc2nc(-c3cccc(Cl)c3)oc2C)CC1 | 4 | 13% | -2% | -12% | -7% | 0% | -4% | -0.1% | 2% | 1% | ?
